Arrestin-AP2 inh: blocks beta-arrestin peptide binding to AP2 adaptin; FITC-arrestin peptide / GST-AP2 beads, flow cytometry; AP2 beta2 appendage carries R879A mutation; AID 504490; inhibition, % at 10 µM; 340,000 compounds, 0.31% hits;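 active = inhibition above a set limit, near 3 SD of compounds lacking own fluorescence, cut at about 54% in these data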;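 also: plate controls were DMSO wells for no effect and 5 µM unlabelled arrestin peptide for full effect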
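System: GST-AP2 R879A glutathione beads | Also added: FITC-arrestin peptide, 50 nM | Times: 12 min plus 1 h, RT | Signal: Bead flow cytometry, FITC channel | Buffer or medium: PBS with 0.05% Tween 20 and 0.1% BSA | Read-out basis: Percent drop in bead-associated FITC signal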
CAL PDZ FP-1: blocks peptide binding to human CAL PDZ domain | Q9HD26 | purified CAL PDZ, TMR-peptide fluorescence polarization, 1 h | inhibition, % at 20 µM | 330,000 compounds, 0.02% hits | AID 504414;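 active = highest replicate inhibition of at least 40%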;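 also: plate controls were DMSO neutral control wells for no effect and unlabeled competitor peptide control wells for full effect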
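Control set: unlabelled peptide and DMSO controls / Material: purified CerCALP PDZ construct / Timing: 1 h incubation at room temperature before polarization reading / Doses: 20 µM, one dose / Detection: fluorescence polarization (mP)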
NSD2 inh: blocks human histone methyltransferase NSD2; O96028; NSD2 peptide methylation, AlphaScreen, 120 min; inhibition, % at 12.5 µM; 310,000 compounds, 0.54% hits; AID 743445; in the data active = inhibition above about 50%
DSG3 Ab inh: inhibitors of pemphigus antibody binding to human desmoglein-3; 310,000 compounds, 0.48% hits; DSG3-coupled beads, scFv-anti-DSG3-GFP binding, flow cytometry; stronger effect = lower value; P32926; AID 588358; binding (percent of control), % at 10 µM;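 active = binding more than 3 SD below its plate's average and above zero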; also: some compounds called inactive have numbers as strong as hits
DAGLB inh: blocks human DAGLB lipase activity; AID 504411; Q8NCG7; inhibition, % at 5.17 µM; 340,000 compounds, 0.059% hits; HEK293T DAGLB membrane lysate, EnzChek fluorogenic substrate; in the data active = inhibition above about 34%;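 also: 0% = enzyme with vehicle and 100% = wells lacking enzyme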
LANA DNA inh: KSHV C-LANA DNA binding inhibition | MBP-C-LANA/FAM-LBS DNA binding, fluorescence polarization | inhibition, % at 9 µM | 340,000 compounds, 0.078% hits | AID 504423;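 active = highest replicate inhibition at or above 60% at 9 µM, even if other replicates fall short; inactive = all replicates below 60% inhibition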;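 also: 0% = neutral control wells and 100% = 4 µM acridine orange control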
V-ATPase pHluor: alters yeast V-ATPase proton transport | S. cerevisiae, pHLuorin cytosolic pH fluorescence | response, % at 10 µM | 350,000 compounds, 0.37% hits | AID 504577; in the data active = response mostly above about 7.3%, no sharp cut-off; inactive = mostly below about 5.4%; also: actives read high; inactives centre near 0; some compounds called inactive have numbers as strong as hits
Cardiac RTF inh: cardiac RTF calcium desensitization; inhibition, % at 7.15 µM; 340,000 compounds, 0.12% hits; IANBD-labeled cardiac RTF, Ca2+ fluorescence;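 active = inhibition above the mean inhibition of all tested compounds plus 3 SD, cut at about 17% in these data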;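 also: assay run at fixed EC70 calcium of 1.6 mM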
Keap1 Nrf2 FP: Keap1-Nrf2 (human) interaction inhibition | 340,000 compounds, 0.15% hits | Keap1 Kelch-Nrf2 peptide fluorescence polarization, 1536-well | AID 504523 | Q14145 | inhibition, % at 9.4 µM; in the data active = inhibition above about 12%;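 also: human Keap1 Kelch domain with fluorescein labeled Nrf2 9mer peptide probe; 0% = neutral control wells and 100% = peptide positive control; higher means more block of Keap1 binding to Nrf2 peptide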
Target sequence (Q14145 whole entry, looked up, the tested form may be a part): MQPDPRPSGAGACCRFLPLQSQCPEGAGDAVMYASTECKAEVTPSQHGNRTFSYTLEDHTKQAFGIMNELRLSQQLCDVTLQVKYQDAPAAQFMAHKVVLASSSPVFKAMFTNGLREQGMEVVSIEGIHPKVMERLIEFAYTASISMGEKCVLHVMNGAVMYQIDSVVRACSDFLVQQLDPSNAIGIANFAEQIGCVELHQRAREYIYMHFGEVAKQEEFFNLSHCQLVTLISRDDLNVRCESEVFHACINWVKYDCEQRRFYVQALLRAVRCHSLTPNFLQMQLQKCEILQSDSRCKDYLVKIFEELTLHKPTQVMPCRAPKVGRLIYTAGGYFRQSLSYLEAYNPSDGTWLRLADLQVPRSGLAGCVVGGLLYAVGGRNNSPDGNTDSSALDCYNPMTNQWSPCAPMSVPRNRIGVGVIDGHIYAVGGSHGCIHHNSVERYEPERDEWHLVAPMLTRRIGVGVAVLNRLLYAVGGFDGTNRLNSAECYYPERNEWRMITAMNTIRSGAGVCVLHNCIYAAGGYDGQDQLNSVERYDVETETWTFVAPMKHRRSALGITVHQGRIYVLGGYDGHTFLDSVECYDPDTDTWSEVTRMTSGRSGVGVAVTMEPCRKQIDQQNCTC
CAL PDZ FP-2: blocks peptide binding to the human CAL PDZ domain; purified CAL PDZ, TMR-peptide fluorescence polarization, 1 h; AID 602252; Q9HD26; inhibition, % at 24.9 µM; 300,000 compounds, 0.92% hits;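 active = mean inhibition of at least 30% with at least half of replicates also reaching 30%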;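 also: 0% = DMSO neutral control and 100% = excess unlabeled competitor peptide PRC23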
Active calls of the source: *; / = not tested or not shown; & = joins results of further samples. A portion of the library, so the mix of outcomes need not match the whole.

Values in the order – Arrestin-AP2 inh, CAL PDZ FP-1, NSD2 inh, DSG3 Ab inh, DAGLB inh, LANA DNA inh, V-ATPase pHluor, Cardiac RTF inh, Keap1 Nrf2 FP, CAL PDZ FP-2
CC(NC(=O)c1cccnc1)C(c1ccccc1)N1CCN(C)CC1 (centres undefined)
    0, -1.0, 2, 102, 2, 1.2, -5, -10, 1, 0
COCC(C)N1CCC(Oc2cccc(C(=O)NCCc3ccccc3)c2)CC1 (centres undefined)
    -16, -0.2, -1, 95, 1, 0.4, 0, -5, 2, 49*
Cc1[nH]n(-c2ccccc2)c(=O)c1Sc1ccc(Cl)cc1
    7, 0.0, 4, 98, 5, 0.1, 2, -12, -2, 6
Cc1cccc(C(=O)O/N=C/c2c(Cl)n(C)c3ccccc23)c1
    0, -1.4, -2, 106, -7, 1.3, -2, -1, -3, -4
CC1CCc2c(nc3ncnn3c2NCCc2ccccc2F)C1 (centres undefined)
    -13, -1.4, -4, 99, -1, 0.3, -3, -8, 3, -4
COc1cc(C(O)P(=O)(OCC(C)C)OCC(C)C)cc(OC)c1OC (centres undefined)
    22, 0.1, -1, 100, -5, -0.3, 3, -5, -2, -3
Cc1ccc(NC2c3ncccc3C(=O)N2Cc2cccs2)cc1 (centres undefined)
    5, -2.2, -6, 103, 6, -0.7, 1, -1, -7, 1
O=C1C(=O)N(Cc2cccs2)c2ccccc21
    11, -0.1, 2, 114, 1, 1.4, 2, -2, 3, -3
Cc1onc(-c2c(Cl)cccc2Cl)c1C(=O)N[C@@H]1C(=O)N2[C@@H]1SC(C)(C)[C@@H]2C(=O)O
    26&-16, -1.2&-0.7, -4, 107&95, 1&4, 1.8&1.0, 3&0, 3&-5, 1&-4, -2&-5
CCN1C(=O)[C@H]2[C@H]3CN=C(SCc4ccc(C(=O)OC)cc4)N3[C@@](CC)(C(=O)OC)[C@H]2C1=O
    33, -0.9, /, 99, 0, 2.8, 0, -2, -2, 5
COc1ccccc1S(=O)(=O)Nc1cc(C)nn1-c1ccc(C)cc1
    -6, -2.3, 31, /, 3, 0.5, -2, -4, -1, -4
Oc1ccc(-c2nc(=S)[nH][nH]2)cc1
    34, 0.0, 37, /, -2, 0.3, -4, -3, -2, -1
N#Cc1ccsc1NC(=O)C1CCN(S(=O)(=O)c2cccs2)CC1
    5, -2.0, 1, 102, 1, 1.2, -5, 8, 4, -3
CC1CCN(C(=O)CC(NC(=O)c2ccccc2Cl)c2ccccc2)CC1 (centres undefined)
    52, -2.1, 10, /, -2, -1.4, -2, -3, 2, -2
Cc1ccc(NC2=CC(=O)C(=O)c3ccccc32)c(C)c1
    -4, 0.5, 3, 103, 10, 1.0, 0, -4, 5, 10
CC(NC(=O)CN(C)S(=O)(=O)c1cnc[nH]1)c1ccccc1 (centres undefined)
    -5, -8.0, 2, 100, -3, -2.2, 2, 4, 1, -1
O=C(c1cnn(C(=O)c2ccco2)c1)c1cc(Cl)cc(Cl)c1O
    0, 0.6, 1, 96, 0, -0.9, -4, -9, -4, /
Cc1sc(NC(=O)CSc2nnnn2C)c(C#N)c1C
    -4, -0.4, -4, 98, -3, 0.2, 2, -10, -4, /
CCN1CCN(C(=O)C(=O)c2cn(CC(=O)N(CC)CC)c3ccccc23)CC1
    9, -2.4, 0, /, -2, -0.8, 0, -1, 4, -5
COC(=O)c1ccccc1N1C(=O)[C@@H]2C(c3ccc(Br)cc3)=NO[C@@H]2C1=O
    0, -0.2, -1, /, -1, -0.7, 2, -2, 0, -3
NC(=O)CN1C(=O)C(O)(CC(=O)/C=C\c2ccc3c(c2)OCO3)c2ccccc21 (centres undefined)
    9, -1.8, /, 107, -2, -0.4, 2, 2, -10, 1
COc1ccc(C2Nc3ccccc3NC3=C2C(=O)CC(C)(C)C3)c(OC)c1OC (centres undefined)
    -20, -0.6, 1, 111, 1, 3.5, 1, -11, 2, -14
CCOc1cc(C2C(C#N)=C(N)Oc3cc(N)ccc32)ccc1O (centres undefined)
    -13, -22, 4, 109, 2, 0.3, -2, -11, -5, -10
NC(=O)c1ccc(NC(=O)COC(=O)c2ccc([N+](=O)[O-])cc2)cc1
    6, -2.0, 9, 92, 2, 0.6, -2, -10, -1, -5
O=C(c1ccco1)N1CCN(Cc2nnc(-c3ccccc3F)o2)CC1
    10, -2.8, -2, 105, 0, 2.2, -3, -3, -7, 4
COCC(C)n1c(SCC(=O)NC(=O)Cc2ccccc2)nc2ccccc2c1=O (centres undefined)
    -4, -2.5, -2, 111, -1, -0.5, 0, -6, -2, -18
CC(C)Cc1nnc(NC(=O)C2CC(=O)N(c3ccc4c(c3)OCCO4)C2)s1 (centres undefined)
    7, 1.2, 0, 101, 2, -0.2, -6, -13, -2, /
CCn1c(SCC(=O)Nc2ccc(OC)cc2)nc2c(c1=O)SCC2
    17, -2.8, 15, 106, -4, -0.8, -3, 0, 0, -2
CC(C)(C)c1ccc(C(=O)Nc2cccc([N+](=O)[O-])c2)cc1
    -9, -2.2, -2, 115, -3, 0.0, 2, 3, -3, /
CC(C)CN(C(=O)CSc1nnc(C2CC2)n1-c1ccccc1)C1CCS(=O)(=O)C1 (centres undefined)
    18, -0.9, -1, /, -2, -2.4, -6, -1, -1, 3
CCN(CC)c1ccc(/C=N/n2c(C)cc(C)cc2=O)cc1
    -2, -0.7, -4, 90, -3, -1.7, 5, -6, -1, /
Cc1cccc(NC(=S)N2CCC(O)CC2)c1C
    -5, 0.0, -5, 95, 0, -0.3, -3, -8, 5, /
Cc1ccc(Cc2cnc(N)s2)o1
    23, -0.8, -1, 100, 2, 1.4, 3, -9, -1, 0
C/C(=N\Nc1ccc(C)c(Cl)c1)c1cccnc1
    -22, 0.0, 1, 93, -4, 0.8, -1, -5, 0, -1
O=C(c1ccco1)N1CCC(c2nc3ccccc3[nH]2)CC1
    -5, -1.8, -1, 100, -1, -0.2, -3, -14, 1, -2
Cc1cc(S(=O)(=O)N2CCc3ccccc3C2)ccc1F
    4, 0.4, -5, 108, -6, 1.5, 4, -2, 1, 4
N/C(=N\OC(=O)COc1ccc2ccccc2c1Br)c1ccccn1
    8, -1.4, -1, 101, 0, -1.1, 2, 9, -2, /
CN(Cc1cccc(F)c1)C(=O)c1ccc(S(=O)(=O)N2CCCCCC2)cc1
    18, -3.1, 1, /, -1, 2.6, -4, -2, -5, 4
CCN1CCN(c2ccccc2NC(=O)C(C)Oc2ccc(C(C)=O)cc2)CC1 (centres undefined)
    -1, -1.2, 3, 104, -2, -0.5, 0, -9, -2, -3
CNC(=O)c1ccsc1NC(=O)CN1C(=O)CCC1=O
    7, 0.0, /, 102, -3, -0.9, -1, -4, -2, /
COc1cc(CC(=O)NCC2COc3ccccc3O2)cc(OC)c1OC (centres undefined)
    -11, -1.8, 54*, 98, 0, 0.0, 4, 9, -5, 1
COc1ccc(OC(=O)c2cnn(-c3ccccc3)c2C)cc1
    7, -1.7, -6, 108, -8, -1.6, -2, 0, -7, 0
CCCC(=O)Nc1ccc2c(c1)nc(CCN1CCC(C)CC1)n2C
    /, /, 29, 105, 5, /, 0, /, /, /
CN1CCCC(C(=O)C(C#N)c2ccccc2)C1 (centres undefined)
    -1, -0.7, 8, 99, 0, 0.1, -1, -2, -2, 1
Fc1ccccc1/C=N/Nc1cc(N2CCCCC2)ncn1
    15, -7.8, 0, 108, -11, -0.1, 8, 4, -1, -3
Cc1cc(OC(C)C(=O)NCCCN2CCOCC2)c2c(C)c(C)c(=O)oc2c1 (centres undefined)
    -1, -2.8, -1, 101, -1, -1.7, -1, -2, -1, -3
COc1ccc(/C=C2\N=C3CCCN3C2=O)cc1
    32, -2.6, 30, 103, -1, -0.5, -3, 3, 2, -1
CC(=O)Nc1ccc(S(=O)(=O)N(C)c2ccc(OCC(=O)NCCc3ccccc3F)cc2)cc1
    11, 0.2, -2, /, -3, 2.7, -3, -8, 0, 3

NSD2 inh, entries above that show a hit.
| Structure | Arrestin-AP2 inh | CAL PDZ FP-1 | NSD2 inh | DSG3 Ab inh | DAGLB inh | LANA DNA inh | V-ATPase pHluor | Keap1 Nrf2 FP | CAL PDZ FP-2 |
| --- | --- | --- | --- | --- | --- | --- | --- | --- | --- |
| COc1cc(CC(=O)NCC2COc3ccccc3O2)cc(OC)c1OC (centres undefined) | -11 | -1.8 | 54* | 98 | 0 | 0.0 | 4 | -5 | 1 |

Complete entries as entered above:
`CN1CCCC(C(=O)C(C#N)c2ccccc2)C1` (centres undefined) is listed as Arrestin-AP2 inh = -1; CAL PDZ FP-1 = -0.7; NSD2 inh = 8; DSG3 Ab inh = 99; DAGLB inh = 0; LANA DNA inh = 0.1; V-ATPase pHluor = -1; Cardiac RTF inh = -2; Keap1 Nrf2 FP = -2; CAL PDZ FP-2 = 1
`CC(=O)Nc1ccc(S(=O)(=O)N(C)c2ccc(OCC(=O)NCCc3ccccc3F)cc2)cc1` is listed as Arrestin-AP2 inh = 11; CAL PDZ FP-1 = 0.2; NSD2 inh = -2; DSG3 Ab inh = /; DAGLB inh = -3; LANA DNA inh = 2.7; V-ATPase pHluor = -3; Cardiac RTF inh = -8; Keap1 Nrf2 FP = 0; CAL PDZ FP-2 = 3
`Fc1ccccc1/C=N/Nc1cc(N2CCCCC2)ncn1` is listed as Arrestin-AP2 inh = 15; CAL PDZ FP-1 = -7.8; NSD2 inh = 0; DSG3 Ab inh = 108; DAGLB inh = -11; LANA DNA inh = -0.1; V-ATPase pHluor = 8; Cardiac RTF inh = 4; Keap1 Nrf2 FP = -1; CAL PDZ FP-2 = -3

High-throughput results from PubChem BioAssay.
